High-throughput results deposited in PubChem by several laboratories.
RAM network inh = inhibitors of the yeast RAM network. S. cerevisiae dse1pr::URA3 reporter, 5-FOA growth OD615, 2 d; analog-sensitive cbk1-as2 kinase mutant strain. inhibition, % at 50 µM. actives 1.8% (n = 190,000). AID 868;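 active = inhibition above a set limit, 3 SD over mean compound inhibition, cut at about 8.4% in these data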;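 note: 0% = DMSO-only wells with no growth and 100% = 10 µM 1-NA-PP1 full growth; inhibition rescues growth on 5-FOA so higher OD means more RAM inhibition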
FLuc inhib CS = inhibits firefly luciferase, flagging false hits in luciferase inhibition screens; P08659; ATPLite firefly luciferase biochemical luminescence, 10 min; inhibition, % at 10 µM; actives 1.5% (n = 200,000); AID 1006;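 active = inhibition above about 50% when tested at 10 µM, limit read from the data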
Target sequence (P08659 whole entry, looked up): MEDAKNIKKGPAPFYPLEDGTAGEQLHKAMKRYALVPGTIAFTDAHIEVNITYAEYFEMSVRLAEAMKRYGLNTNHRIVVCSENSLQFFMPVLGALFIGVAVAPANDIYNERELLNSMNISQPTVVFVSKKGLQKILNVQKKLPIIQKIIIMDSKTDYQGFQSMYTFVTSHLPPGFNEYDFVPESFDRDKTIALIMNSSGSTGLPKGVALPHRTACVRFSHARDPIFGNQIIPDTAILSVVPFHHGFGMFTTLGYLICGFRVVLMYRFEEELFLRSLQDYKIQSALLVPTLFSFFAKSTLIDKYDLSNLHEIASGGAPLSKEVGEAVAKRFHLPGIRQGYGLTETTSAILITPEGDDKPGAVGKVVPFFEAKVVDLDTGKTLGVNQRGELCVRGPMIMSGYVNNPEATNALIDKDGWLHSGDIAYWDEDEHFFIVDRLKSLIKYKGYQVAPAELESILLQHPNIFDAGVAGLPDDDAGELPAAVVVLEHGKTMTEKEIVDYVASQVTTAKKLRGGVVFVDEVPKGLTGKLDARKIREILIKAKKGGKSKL
APP transl inh = APP translation inhibition. SH-SY5Y APP 5'UTR-luciferase reporter, luminescence. inhibition, % at 2 µM. actives 0.82% (n = 190,000). AID 1285;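 active = inhibition above a set limit, derived from the sample mean plus 3 SD, cut at about 45% in these data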; note: values of inactives mirror those of a sister screen read the other way
bIAP inhibitor = intestinal alkaline phosphatase (bovine) inhibition; purified bovine IAP, CDP-star luminescence, 30 min; inhibition, % at 20 µM; 190,000 tested, under 10 active; AID 1019;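 active = over 50% inhibition of intestinal alkaline phosphatase at 20 µM in the single-dose screen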
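test system = bovine IAP enzyme | medium = DEA buffer 100 mM, pH 9.8, with MgCl2 1.0 mM, ZnCl2 0.02 mM | detection = luminescence | dosing = single compound dose of 20 µM, 2% DMSO final | incubation = 30 min reaction at room temperature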
FLuc act counter = affects firefly luciferase, flagging false hits in luciferase stimulation screens; activation factor at 10 µM; 200,000 tested, under 10 active; P08659; ATPlite luciferase biochemical, luminescence, 10 min; 0 = ATP-free wells, 1 = DMSO control;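 active = luciferase activation factor, scaled between plate controls, of at least 2 with compound at 10 µM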
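System: cell-free luciferase reagent; medium: PBS as buffer for the ATP substrate; doses: test compounds dosed from 2 mM stocks in 100% DMSO; incubation: 10 min, room temperature; measured by: luminescence from luciferase reaction; read-out: luciferase activation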
Lmaj promast = reduces viability of Leishmania major promastigotes | inhibition, % at 10 µM | AID 1063 | resazurin fluorescence viability | actives 9% (n = 200,000); in the data active = inhibition above about 50%;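 note: promastigotes grown with compound for 44 hours at 28 °C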
TNAP inh noacc = inhibitors of human TNAP without phosphate acceptor. purified TNAP, CDP-star luminescence, 30 min. AID 1012. actives 0.26% (n = 200,000). inhibition, % at 20 µM;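 active = tissue-nonspecific alkaline phosphatase inhibition above about 50% at 20 µM in the single-dose screen, limit read from the data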;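 note: 0% = DMSO negative control and 100% = EDTA positive control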
TNAP inh hi DEA = TNAP (human) inhibition, high acceptor | P05186 | inhibition, % at 20 µM | AID 1135 | actives 0.03% (n = 200,000) | purified TNAP, CDP-star luminescence, 1 M DEA;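 active = over 50% inhibition of tissue-nonspecific alkaline phosphatase at 20 µM in the single-dose screen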;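 note: plate controls were DMSO wells for no effect and EDTA-quenched wells as full inhibition for full effect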
TNAP act hi DEA = TNAP (human) activation, high acceptor; P05186; purified TNAP, CDP-star luminescence, 1 M DEA, 30 min; stronger effect = higher value; 0 = EDTA background, 1 = DMSO-only activity; activation factor at 20 µM; 200,000 tested, under 10 active;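 active = activation factor at least 2 at 20 µM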
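Assay system: human TNAP; Input: enzyme diluted 1/800 final; Reagent: CDP-star luminogenic substrate at 100 µM final; Timing: 30 min, room temperature; Signal: luminescence; Evaluation: TNAP activation factor scaled between EDTA and DMSO control wells.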
bIAP act = intestinal alkaline phosphatase (bovine) activation | activation factor at 20 µM | actives 0.17% (n = 200,000) | purified bovine IAP, CDP-star luminescence, 30 min; stronger effect = higher value; fold of DMSO-control signal, blank-subtracted;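 active = activation factor of 2 or more at 20 µM, a signal rise over negative controls twice the positive control's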
* marks the source's active call; other numbers are inactive results; . = not tested or not shown.

The opening two records as a preview:
SMILES | RAM network inh | FLuc inhib CS | APP transl inh | bIAP inhibitor | FLuc act counter | Lmaj promast | TNAP inh noacc | TNAP inh hi DEA | TNAP act hi DEA | bIAP act
Cc1ccc(NC(=O)N2CCC(=O)N2)cc1 | 0.1 | -2 | -71 | 1 | 1 | -4 | -8 | 0 | 1 | 1
Cn1c(-c2cccc([N+](=O)[O-])c2)[n+](C)c2ccccc21 | 1.1 | -6 | -1 | 2 | 1.1 | 6 | 1 | -1 | 1 | 1

Results, from the start:
SMILES | RAM network inh | FLuc inhib CS | APP transl inh | bIAP inhibitor | FLuc act counter | Lmaj promast | TNAP inh noacc | TNAP inh hi DEA | TNAP act hi DEA | bIAP act
Cc1ccc(NC(=O)N2CCC(=O)N2)cc1 | 0.1 | -2 | -71 | 1 | 1 | -4 | -8 | 0 | 1 | 1
Cn1c(-c2cccc([N+](=O)[O-])c2)[n+](C)c2ccccc21 | 1.1 | -6 | -1 | 2 | 1.1 | 6 | 1 | -1 | 1 | 1
COc1ccc(OC)c(C2N(c3ccc(Cl)cc3)C(=O)C3CCCN32)c1 (stereo not given) | 0.2 | 0 | -10 | 8 | 1 | 1 | -11 | -6 | 1.1 | 0.9
CC(=O)CSc1nc2ccccc2o1 | 3.3 | -5 | -27 | 2 | 1.1 | -4 | -22 | -4 | 1 | 1
C=CCNS(=O)(=O)c1ccc2nsnc2c1 | 0.5 | -6 | -21 | 7 | 1.1 | -7 | -11 | 0 | 1 | 0.9
CCOC(=O)c1c(O)c2c([nH]c1=O)CCCC2 | -0.5 | -9 | -7 | 19 | 1.1 | -3 | -11 | -4 | 1 | 0.8
CC(C)C(=O)NNC(=O)c1ccccn1 | 1.3 | 1 | -26 | -2 | 1 | -2 | -23 | 3 | 1 | 1
Cc1cc(/C=N/N2CCN(C)CC2)c(C)n1-c1ccccc1F | 0.4 | 2 | -5 | -5 | 1 | 4 | -6 | -4 | 1 | 1.1
CSc1nc(Sc2ccc(Cl)cc2)c2ccccc2n1 | 5.6 | -5 | -22 | -5 | 1.1 | -2 | -8 | 0 | 1 | 1.1
N=C(c1cccc([N+](=O)[O-])c1)N1CCCCCC1 | 2.4 | -3 | -8 | 9 | 1 | -4 | -3 | -5 | 1.1 | 0.9
CC1CCN(CC(=O)NC(=O)NCc2ccccc2)CC1 | 0.9 | -10 | 8 | 8 | 1.1 | -4 | -7 | -4 | 1 | 0.9
Oc1ccc(/C=N/NC(=S)NCC2CCCO2)cc1 (stereo not given) | 0.3 | -4 | -2 | 9 | 1 | -4 | -16 | -8 | 1.1 | 0.9
CCC(C(=O)OC)n1cnc2c(nnn2-c2ccc(OC)cc2)c1=O (stereo not given) | 0.8 | -4 | -5 | 7 | 1 | -4 | -15 | -3 | 1 | 0.9
COc1ccc(NC(=O)CC2C(=O)N(c3ccc(OC)cc3)C(=O)N2CCN2CCN(C)CC2)cc1 (stereo not given) | 0.8 | -5 | -5 | 7 | 1.1 | -2 | -7 | -3 | 1 | 0.9
CN(C)CCNC(=O)Cn1nc(-c2ccc(Cl)cc2)ccc1=O | 2.0 | -1 | 0 | -2 | 1 | 7 | -3 | -3 | 1 | 1
Cn1c(SCc2ccccc2)nnc1-c1ccc2c(c1)OCO2 | 1.7 | 3 | -36 | 18 | 1 | -2 | -9 | -4 | 1 | 0.8
O=C(COC(=O)c1cc(Br)ccc1Cl)NC(=O)NCc1ccccc1 | 2.7 | -8 | -15 | 1 | 1.1 | 10 | -5 | -4 | 1 | 1
Cc1ccc(S(=O)(=O)N2CCOCC2)cc1C(=O)NCc1ccc2c(c1)OCO2 | 1.7 | -6 | 5 | 2 | 1.1 | -5 | -12 | 3 | 1 | 1
O=C(c1cc(-c2ccccc2)on1)N1CCc2ccccc2C1 | 3.0 | -3 | -7 | -2 | 1 | -8 | -8 | -13 | 1.1 | 1
O=C(CNC(=O)c1ccc(F)cc1)N/N=C/c1cc(Br)ccc1OCc1ccccc1 | 7.3 | -3 | 1 | 30 | 1 | 96* | -2 | -7 | 1.1 | 0.7
CCN(CC)CCCNC(=O)CC1Sc2ccccc2NC1=O (stereo not given) | 2.6 | -7 | . | -1 | 1.1 | -5 | -9 | -3 | 1 | 1
CCCCCc1nc2ccccc2c(=O)n1N | 0.7 | -3 | -3 | 13 | 1 | -7 | -12 | -5 | 1 | 0.9
COc1cc(NC(=S)NCCCN2CCOCC2)c(OC)cc1Cl | -0.6 | -6 | -4 | -6 | 1.1 | 8 | -9 | -2 | 1 | 1.1
O=C(CC(=O)c1ccccc1)Nc1cccnc1 | 0.3 | 2 | 6 | 0 | 1 | -2 | 14 | -5 | 1.1 | 1
Cc1ccc(S(=O)(=O)N2Cc3ccccc3CC2C(=O)Nc2cc(C)on2)cc1 (stereo not given) | 0.9 | -8 | -19 | 12 | 1.1 | 38 | -11 | -6 | 1.1 | 0.9

Next section.
SMILES | RAM network inh | FLuc inhib CS | APP transl inh | bIAP inhibitor | FLuc act counter | Lmaj promast | TNAP inh noacc | TNAP inh hi DEA | TNAP act hi DEA | bIAP act
C/C(=N\N=C\c1ccccc1F)c1nnn(-c2nonc2N)c1C | 1.7 | 2 | -20 | 11 | 1 | -4 | -7 | -2 | 1 | 0.9
CC(=O)Nc1ccc(N2C(=O)CSC2c2c(F)cccc2Cl)cc1 (stereo not given) | 0.3 | -5 | -13 | 9 | 1 | -4 | -12 | -4 | 1 | 0.9
O=C(CCN1C(=O)c2ccccc2S1(=O)=O)N1CCN(c2ccccc2)CC1 | 3.0 | -6 | 3 | 2 | 1.1 | -5 | -11 | -8 | 1.1 | 1
CCCCC(CCCC)=N/N=C/c1c(O)n(CC)c2cc(C3=NNC(=O)CC3)ccc12 | 7.2 | -5 | -7 | 12 | 1.1 | -1 | -12 | 0 | 1 | 0.9
Cc1ccc(S(=O)(=O)NNC(=O)C(O)(c2ccccc2)c2ccccc2)cc1 | 3.2 | -5 | 6 | 34 | 1.1 | 46 | 4 | 0 | 1 | 0.7
CC(C)(C)C(=O)c1cnc(Nc2ccccc2)s1 | 0.1 | 35 | -73 | 25 | 0.7 | 26 | 2 | -3 | 1 | 0.8
CCOC(=O)/C(C#N)=C\c1cc(OC)c(OC)cc1[N+](=O)[O-] | 2.6 | -12 | -14 | -16 | 1.1 | -3 | -5 | -4 | 1 | 1.2
CCOCCN(C=O)c1cccc(OC)c1 | 3.6 | -5 | -1 | -4 | 1 | -4 | -10 | -7 | 1.1 | 1
O=C(CC1CCCCC1)NCC1CCCO1 (stereo not given) | -0.7 | -1 | -11 | -7 | 1 | -4 | -7 | -4 | 1 | 1.1
Cc1cc(C)c(S(=O)(=O)NCC2CCC(C(=O)NCc3ccc4c(c3)OCO4)CC2)c(C)c1 (stereo not given) | 1.3 | -5 | -17 | -11 | 1 | 10 | -10 | -4 | 1 | 1.1
Cc1cc(=O)oc(C)c1C(=O)Nc1cccc2nonc12 | 1.0 | -8 | -22 | 10 | 1.1 | 4 | -3 | -5 | 1.1 | 0.9
COc1ccc(OC)c(NC(=O)CN(C)S(=O)(=O)c2ccc(Cl)cc2)c1 | 1.5 | -3 | 1 | 3 | 1 | 2 | -7 | -4 | 1 | 1
CC(C)[C@H](NC(=O)OCc1ccccc1)C(=O)OCC(=O)Nc1c(F)cccc1F | 1.0 | -3 | 8 | 10 | 1 | -4 | 3 | 4 | 1 | 0.9
COc1ccc(C(=O)/C=C/c2ccc(OC)cc2OC)c(O)c1 | 6.5 | 21 | -72 | 15 | 0.8 | -5 | -5 | -5 | 1.1 | 0.9
COc1ccc(-c2noc(Cc3ccc(Cl)cc3)n2)cc1OC | 4.9 | -4 | -22 | 6 | 1 | 10 | 4 | -2 | 1 | 0.9
COc1ccc(S(=O)(=O)NCCSc2ccc(C)cc2)cc1OC | 2.0 | 0 | 2 | 20 | 1 | -4 | -13 | -7 | 1.1 | 0.8
COc1ccc(N2C(=O)/C(=C3/C=CC=CN3C)SC2=S)cc1 | -0.9 | -2 | -2 | 10 | 1 | -2 | 18 | 21 | 0.8 | 0.9
CCOC(=O)N1CCN(CC(O)c2ccc3cc[nH]c3c2)CC1 (stereo not given) | 0.0 | -7 | -12 | -12 | 1.1 | 70* | -11 | -6 | 1.1 | 1.1
Cn1c(C(=O)N2CCC(C(N)=O)CC2)cc2c(=O)n(C)c3ccccc3c21 | 0.3 | -7 | -16 | 7 | 1.1 | -2 | -12 | 1 | 1 | 0.9
COC(=O)C(CC(C)C)Oc1ccc2c(C)cc(=O)oc2c1 (stereo not given) | 0.0 | -4 | 1 | 3 | 1 | 85* | -11 | -3 | 1 | 1
C=CCn1c(Cc2ccc(OC(C)C)c(Cl)c2)nnc1SCC(N)=O | 1.9 | -8 | 22 | -2 | 1.1 | -4 | -8 | -3 | 1 | 1
CCS(=O)(=O)N1CCN(C(=O)c2cccnc2)CC1 | 0.7 | 2 | -2 | 1 | 1 | -3 | -4 | 3 | 1 | 1
COc1ccc(CC(=O)N/N=C(/C)c2ccco2)cc1 | -1.2 | -7 | -6 | 5 | 1.1 | -2 | -6 | -6 | 1.1 | 1
CC(C)NC(=O)C(=O)NCCc1ccc(Cl)cc1 | 2.5 | -4 | -11 | 18 | 1 | -7 | -20 | -3 | 1 | 0.8
CCN1C(=O)/C(=C\C(=O)c2cccs2)c2cc(Br)ccc21 | 7.4 | -7 | 34 | 1 | 1.1 | 100* | -2 | -2 | 1 | 1
CC(C)(C)CC(C)(C)NC(=O)CSCC(=O)Nc1ccc2ccccc2c1 | 3.3 | 3 | 21 | 16 | 1 | 16 | -16 | -2 | 1 | 0.8
COCCNC(=O)C(NC(=O)C1CCCCC1)C(C)C (stereo not given) | 1.5 | -3 | 6 | 3 | 1 | -7 | -9 | -1 | 1 | 1

4 compounds from above, reduced to TNAP act hi DEA.
smiles,TNAP act hi DEA
COC(=O)C(CC(C)C)Oc1ccc2c(C)cc(=O)oc2c1 (stereo not given),1
COc1ccc(-c2noc(Cc3ccc(Cl)cc3)n2)cc1OC,1
C/C(=N\N=C\c1ccccc1F)c1nnn(-c2nonc2N)c1C,1
O=C(CC1CCCCC1)NCC1CCCO1 (stereo not given),1

An unsorted share of the library (roughly 13% active in at least one column).
